Source: PubChem BioAssay (National Center for Advancing Translational Sciences (NCATS))
AmpC inh detg: blocks E. coli AmpC beta-lactamase in detergent assay; AmpC hydrolysis of nitrocefin, absorbance 480 nm, 0.01% Triton; Potency, µM (doses to about 114 µM), inactives show top-dose activity change, negative = inhibition, hits mostly inhibitors; actives 0.041% (n = 370,000); AID 485294;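 further: potency means the concentration at half of the fitted maximal effect; 0% = no-compound wells and -100% = no-enzyme wells; nearly all actives have a fitted effect of over 25% in size; some results filed as inactive show a strong effect at the top dose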
Target sequence (P00811 whole entry, looked up): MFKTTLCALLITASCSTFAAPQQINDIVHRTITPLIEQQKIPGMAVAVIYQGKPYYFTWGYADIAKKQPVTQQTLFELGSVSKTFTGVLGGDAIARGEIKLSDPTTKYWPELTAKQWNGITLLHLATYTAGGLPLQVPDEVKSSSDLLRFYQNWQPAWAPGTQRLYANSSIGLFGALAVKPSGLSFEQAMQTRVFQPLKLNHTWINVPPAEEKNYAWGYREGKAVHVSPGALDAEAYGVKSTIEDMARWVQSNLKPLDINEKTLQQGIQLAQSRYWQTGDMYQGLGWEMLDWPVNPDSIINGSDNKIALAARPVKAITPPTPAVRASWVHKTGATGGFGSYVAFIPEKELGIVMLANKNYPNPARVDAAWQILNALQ
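AmpC (5.3 nM in the dispensed reagent) in 20 mM phosphate pH 7.0 with 0.01% (detergent screen) or 0.0001% Triton X-100 was preincubated with compounds for 15 min at room temperature. Nitrocefin was then added from an 800 uM solution, and hydrolysis was followed at 480 nm.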
Shiga inhibitor: blocks Shiga toxin action in Vero cells; Vero cells, Shiga toxin protein synthesis inhibition reporter; inhibition, % at 38.7 µM; actives 9.2% (n = 290,000); AID 2315; in the data active means inhibition mostly above about 28%, no sharp cut-off; inactive means mostly below about 43%; further: 0% is about no effect
AmpC no deterg: blocks E. coli AmpC beta-lactamase in detergent-free assay; AmpC nitrocefin hydrolysis, absorbance 480 nm, 0.0001% Triton; actives 0.52% (n = 330,000); P00811; AID 485341; Potency, µM (highest dose often 57.1 µM), for inactives: at the highest dose activity change, negative = inhibition, hits mostly inhibitors;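 further: potency means the concentration at half of the fitted maximal effect; plate controls were no compound for no effect and no enzyme for full effect; nearly all actives have a fitted effect of over 20% in size; some results filed as inactive show a strong effect at the top dose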
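20 mM phosphate pH 7.0 + 0.01% (detergent screen) or 0.0001% Triton X-100; 5.3 nM AmpC reagent; cpd preinc 15 min RT; nitrocefin (800 uM stock) to start; A480 q20 s × 4 min; Activity was normalised to no-enzyme and no-compound control wells.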
FBPA Giardia inh: Giardia lamblia aldolase inhibition | A8B2U2 | purified Giardia FBPA | actives 0.71% (n = 290,000) | Potency, µM (top dose mostly 59.6 µM), inactives show at the highest dose activity, negative = inhibition, most hits filed as inhibitors | AID 2451; further: potency means the concentration at half of the fitted maximal effect; on the % scale 0 is the no-effect control and ±100 the full control effect; nearly all actives have a fitted effect of over 55% in size
Target sequence (A8B2U2 whole entry, looked up): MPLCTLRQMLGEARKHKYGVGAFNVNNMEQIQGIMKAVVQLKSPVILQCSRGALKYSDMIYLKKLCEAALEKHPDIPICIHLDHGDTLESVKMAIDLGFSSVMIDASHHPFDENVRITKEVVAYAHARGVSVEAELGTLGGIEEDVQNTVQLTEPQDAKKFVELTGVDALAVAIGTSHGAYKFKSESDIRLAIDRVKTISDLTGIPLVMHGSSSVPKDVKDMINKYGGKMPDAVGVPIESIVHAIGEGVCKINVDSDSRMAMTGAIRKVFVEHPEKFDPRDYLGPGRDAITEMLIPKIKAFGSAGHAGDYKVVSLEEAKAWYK
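40 nM FBPA preincubated 10 min at RT with compound (up to 57.5 uM final), then substrate plus GAPDH/TPI/NAD/arsenate coupling and diaphorase/resazurin added. Fluorescence read after 20 min at RT, 525/598 nm.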
AMA1 RON2 block: inhibitors of Plasmodium falciparum AMA1-RON2 interaction | AlphaScreen AMA1-biotinylated RON2 peptide binding | Potency, µM (top dose mostly 58.2 µM), inactives show at the top dose activity change, negative = inhibition, usual class: inhibitors | actives 0.2% (n = 360,000) | AID 720542;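 further: potency means the concentration at half of the fitted maximal effect; 0% = vehicle wells and -100% = peptide control; nearly all actives have a fitted effect of over 45% in size; some results filed as inactive show a strong effect at the top dose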
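AMA1 (3D7) with his tag at 25 nM final met compounds first, then biotinylated RON2 peptide at 25 nM; detection used donor plus acceptor beads, 10 µg/mL apiece, read by AlphaScreen after 30 min at room temperature.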
HCMV antiviral: blocks human cytomegalovirus replication; actives 4.5% (n = 410,000); activity change, negative = inhibition, % at 57.5 µM; AID 1259415; HFF cells, HCMV-luciferase reporter, 72 h; stronger effect = lower value; in the data active means activity change below about -60%; inconclusive means no clear call, values can overlap the other calls; inactive means above about -39%; further: on the % scale 0 is the no-effect control and ±100 the full control effect
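Luciferase read-out from HCMV-luciferase-infected HFFs (MOI 1 PFU/cell) 72 h post infection at 37C; compounds added after 16 h cell attachment; activity normalized between buffer-only basal and Salinomycin (10uM) inhibitor controls.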
CHX counter: affects cycloheximide protein synthesis inhibition readout, counter-screen | cell reporter, cycloheximide protein synthesis inhibition counterscreen | max response, % | actives 12% (n = 300,000); in the data active means max response mostly above about 13%, no sharp cut-off; inactive means mostly below about 14%; further: read at 38.3 µM for the half of the compounds with a filed dose; 0% is about no effect
* marks the source's active call; other numbers are inactive results; & = joins results of further samples; [ ] = another dose, or the depositor's remark. Unless noted, the call rests on the fitted dose curve; in most records, active means well fitted curve in the direction sought with a large enough effect; inconclusive means small, poorly fitted or top-dose-only effect, or another doubt; inactive means no such curve, though single readings can be large; an effect the other way counts as inactive or inconclusive.

How did CCn1c(SCC(=O)Nc2ccc(F)cc2)nnc1C1CC1 do in these assays?
AmpC inh detg: inconclusive; Shiga inhibitor: 23; AmpC no deterg: -1%; FBPA Giardia inh: 5%; AMA1 RON2 block: 14%; HCMV antiviral: 14; CHX counter: 19*

What do the screens show for `O=C(CSc1nc2ccccc2s1)N1N=C(c2cccs2)CC1c1ccc(F)cc1` (stereo not given)?
AmpC inh detg: 3%; Shiga inhibitor: -8; AmpC no deterg: -24%; FBPA Giardia inh: -3%; AMA1 RON2 block: 5%; HCMV antiviral: 11; CHX counter: -7

Results for CC1CCN(C(=O)CSc2nnc(CNC(=O)COc3ccc(Cl)cc3)o2)CC1 ?
AmpC inh detg: inconclusive; Shiga inhibitor: -14; AmpC no deterg: 50%; FBPA Giardia inh: -1%; AMA1 RON2 block: -6%; HCMV antiviral: 16; CHX counter: -7

How did CCN1CCN(Cc2nc3c(c(=O)n(C)c(=O)n3C)n2Cc2ccccc2Cl)CC1 do in these assays?
AmpC inh detg: -11%; Shiga inhibitor: -16; AmpC no deterg: -5%; FBPA Giardia inh: 22%; CHX counter: -7

Results for OCCCc1nc2n(n1)C(c1ccccc1Cl)C=C(c1cccs1)N2 (stereo not given) ?
AmpC inh detg: -12%; Shiga inhibitor: -2; AmpC no deterg: 3%; FBPA Giardia inh: -30%; AMA1 RON2 block: 27%; CHX counter: 8

What do the screens show for `CCc1nnc(NC(=O)CSc2nnc(-c3ccccc3O)n2CC)s1`?
AmpC inh detg: -3%; Shiga inhibitor: -13; AmpC no deterg: -20%; FBPA Giardia inh: 4%; AMA1 RON2 block: 16%; HCMV antiviral: 9; CHX counter: -4

Results for COc1ccc(-c2cc3c(=O)n(CC(=O)NCc4ccc(F)cc4)ncn3n2)cc1 ?
AmpC inh detg: -2%; Shiga inhibitor: 16*; AmpC no deterg: -21%; FBPA Giardia inh: -2%; AMA1 RON2 block: 24%; HCMV antiviral: 79; CHX counter: 11*

How did CCOC(=O)c1cc2nc(Nc3ccc(OC)cc3)sc2s1 do in these assays?
AmpC inh detg: inconclusive; Shiga inhibitor: 58*; AmpC no deterg: 11%; FBPA Giardia inh: -5%; AMA1 RON2 block: -3%; HCMV antiviral: -22; CHX counter: 14*

Results for COc1ccc(NC(=O)CN(C)C(=O)c2cc(C)on2)cc1 ?
AmpC inh detg: -13%; AmpC no deterg: -15%; AMA1 RON2 block: 4%; HCMV antiviral: 13

Results for Cc1ccc2c(c1)NC(=O)C(CC(=O)NCCCN1CCN(c3cc(C)ccc3C)CC1)O2 (stereo not given) ?
AmpC inh detg: -1%; Shiga inhibitor: -11; AmpC no deterg: -18%; FBPA Giardia inh: 10%; AMA1 RON2 block: -16%; HCMV antiviral: inconclusive; CHX counter: -6

Results for O=c1oc(Cc2ccccc2)nc2ccccc12 ?
AmpC inh detg: -1%; Shiga inhibitor: 14; AmpC no deterg: -5%; FBPA Giardia inh: -10%; AMA1 RON2 block: -9%; HCMV antiviral: 22; CHX counter: 14*

Results for COCCSc1nnc(NC(=O)C2CC(=O)N(C3CCCC3)C2)s1 (stereo not given) ?
AmpC inh detg: 1%; Shiga inhibitor: -21; AmpC no deterg: -7%; FBPA Giardia inh: -5%; AMA1 RON2 block: 12%; HCMV antiviral: -33; CHX counter: -2

Results for COC(=O)c1c(-c2c(Cl)cccc2Cl)noc1NC(=O)NN1CCOCC1 ?
AmpC inh detg: inconclusive; Shiga inhibitor: -10; AmpC no deterg: -2%; FBPA Giardia inh: -7%; AMA1 RON2 block: 3%; HCMV antiviral: 16; CHX counter: -2

Results for Cn1cnnc1SCC(=O)Nc1ccccc1C(=O)NC1CC1 ?
AmpC inh detg: inconclusive; Shiga inhibitor: -3; AmpC no deterg: -13%; FBPA Giardia inh: -4%; AMA1 RON2 block: 25%; HCMV antiviral: -2; CHX counter: 12

What do the screens show for `C/C(=N\OCC(=O)OCC(=O)NCc1ccccc1)c1ccc2c(c1)OCO2`?
AmpC inh detg: -14%; AmpC no deterg: -22%; AMA1 RON2 block: -6%; HCMV antiviral: -15

What do the screens show for `c1ccc(-c2cn3nc4c(nc3n2)CCCC4)cc1`?
AmpC inh detg: inconclusive; Shiga inhibitor: 2; AmpC no deterg: -19%; FBPA Giardia inh: inconclusive; AMA1 RON2 block: 17%; HCMV antiviral: 39; CHX counter: 34

Results for Cc1ccc(S(=O)(=O)NCc2nc3nc(C)cc(C)n3n2)c(C)c1 ?
AmpC inh detg: -7%&-6%; Shiga inhibitor: -2; AmpC no deterg: -15%; FBPA Giardia inh: -1%; AMA1 RON2 block: 19%; HCMV antiviral: -2&11; CHX counter: -2

Results for CCCCNC(=O)c1onc(CSc2cccc(OCC)c2)c1C(=O)O ?
AmpC inh detg: -11%; Shiga inhibitor: 17; AmpC no deterg: -22%; FBPA Giardia inh: 19%; AMA1 RON2 block: -3%; HCMV antiviral: -10; CHX counter: 2

Results for CC(OC(=O)CNC(=O)c1ccc2ccccc2c1)C(=O)N(C)C1CCCCC1 (stereo not given) ?
AmpC inh detg: -1%; AmpC no deterg: 116%[activator]; AMA1 RON2 block: -10%; HCMV antiviral: 18

What do the screens show for `CN(CC(=O)Nc1ccccc1Cl)CC(=O)Nc1c(F)cccc1F`?
AmpC inh detg: 2%; Shiga inhibitor: -5; AmpC no deterg: -13%; FBPA Giardia inh: -6%; AMA1 RON2 block: 65%[activator]; HCMV antiviral: 15; CHX counter: -3

What do the screens show for `O=C(COC(=O)/C=C/c1ccc(Cl)cc1)NCCC1=CCCCC1`?
AmpC inh detg: -7%; Shiga inhibitor: -4; AmpC no deterg: -23%; FBPA Giardia inh: 1%; AMA1 RON2 block: 10%; HCMV antiviral: 30; CHX counter: 5

How did CC(OC(=O)Cc1ccccc1[N+](=O)[O-])C(=O)NC(=O)NC1CCCCC1 (stereo not given) do in these assays?
AmpC inh detg: -1%; AmpC no deterg: -6%; AMA1 RON2 block: -10%; HCMV antiviral: -8

Results for N#C/C(=C\c1ccccc1)C(=O)Nc1cccnc1 ?
AmpC inh detg: 8%; Shiga inhibitor: -16; AmpC no deterg: -13%; FBPA Giardia inh: -3%; AMA1 RON2 block: -4%; HCMV antiviral: -11; CHX counter: -1

What do the screens show for `CC(C)N(Cc1nccn1C)C(=O)c1ccc(OC2CCN(C(=O)C3CC3)CC2)cc1`?
AmpC inh detg: 1%; Shiga inhibitor: -13; AmpC no deterg: 3%; FBPA Giardia inh: 2%; AMA1 RON2 block: -5%; HCMV antiviral: -21; CHX counter: -2

As a working copy, part of the list above:
Results for COC(=O)c1c(-c2c(Cl)cccc2Cl)noc1NC(=O)NN1CCOCC1 ?
AmpC inh detg: inconclusive; Shiga inhibitor: -10; AmpC no deterg: -2%; FBPA Giardia inh: -7%; AMA1 RON2 block: 3%; HCMV antiviral: 16; CHX counter: -2

Results for Cn1cnnc1SCC(=O)Nc1ccccc1C(=O)NC1CC1 ?
AmpC inh detg: inconclusive; Shiga inhibitor: -3; AmpC no deterg: -13%; FBPA Giardia inh: -4%; AMA1 RON2 block: 25%; HCMV antiviral: -2; CHX counter: 12

What do the screens show for `C/C(=N\OCC(=O)OCC(=O)NCc1ccccc1)c1ccc2c(c1)OCO2`?
AmpC inh detg: -14%; AmpC no deterg: -22%; AMA1 RON2 block: -6%; HCMV antiviral: -15

What do the screens show for `c1ccc(-c2cn3nc4c(nc3n2)CCCC4)cc1`?
AmpC inh detg: inconclusive; Shiga inhibitor: 2; AmpC no deterg: -19%; FBPA Giardia inh: inconclusive; AMA1 RON2 block: 17%; HCMV antiviral: 39; CHX counter: 34

Further structures follow:
Results for CCCCn1c(O)c(C(C)=NCCCN(CC)CC)c(=O)[nH]c1=O ?
AmpC inh detg: 0%; Shiga inhibitor: -3; AmpC no deterg: -17%; FBPA Giardia inh: 2%; AMA1 RON2 block: -9%; HCMV antiviral: 11; CHX counter: 9

Results for Cc1ccn2c(-c3csc(NCc4ccco4)n3)c(C)nc2c1 ?
AmpC inh detg: -20%; Shiga inhibitor: 55; AmpC no deterg: -19%; FBPA Giardia inh: inconclusive; AMA1 RON2 block: -27%; HCMV antiviral: -68*; CHX counter: 2

What do the screens show for `NC(=O)CN(c1ccc([N+](=O)[O-])cc1)S(=O)(=O)c1ccccc1`?
AmpC inh detg: 3%; Shiga inhibitor: -17; AmpC no deterg: 90%[activator]; FBPA Giardia inh: 2%; AMA1 RON2 block: 0%; HCMV antiviral: 18; CHX counter: -6

What do the screens show for `O=C(c1ccc(Cl)c(S(=O)(=O)N2CCCCC2)c1)N1CCN(Cc2ccccc2)CC1`?
AmpC inh detg: -5%; Shiga inhibitor: -16; AmpC no deterg: 125%[activator]; AMA1 RON2 block: -11%; HCMV antiviral: -61*; CHX counter: -4

How did O=C(Nc1c[nH]c(=O)[nH]c1=O)c1cccc([N+](=O)[O-])c1 do in these assays?
AmpC inh detg: inconclusive; Shiga inhibitor: -8; AmpC no deterg: -7%; FBPA Giardia inh: 1%; AMA1 RON2 block: 0%; HCMV antiviral: 14; CHX counter: -3

How did CC(C)C[C@H](NC(=O)[C@H](CC(C)C)NC(=O)[C@@H](Cc1c[nH]c2ccccc12)NC(=O)[C@H](Cc1ccccc1)NC(=O)[C@@H](Cc1c[nH]c2ccccc12)NC(=O)[C@H](CCC(N)=O)NC(=O)[C@H](CCC(N)=O)NC(=O)[C@@H]1CCCN1C(=O)[C@H](CCCCN)NC(=O)[C@@H]1CCCN1C(=O)[C@H](N)CCCN=C(N)N)C(N)=O do in these assays?
Shiga inhibitor: -7; FBPA Giardia inh: 1%; CHX counter: -3

Results for CC(C)c1ccccc1OCC(=O)Nc1nnc(C2CC2)s1 ?
AmpC inh detg: -20%; AmpC no deterg: -29%; AMA1 RON2 block: -13%; HCMV antiviral: inconclusive

What do the screens show for `CNS(=O)(=O)c1ccc(NC(=O)c2nc3nc(C)cc(C(F)F)n3n2)cc1`?
AmpC inh detg: 22%; Shiga inhibitor: -15; AmpC no deterg: -6%; FBPA Giardia inh: 0%; HCMV antiviral: 12; CHX counter: -4

Results for CN=C1c2ccccc2CN1c1cccc(C(=O)OC)c1 ?
AmpC inh detg: -10%; Shiga inhibitor: 0; AmpC no deterg: -11%; FBPA Giardia inh: -4%; AMA1 RON2 block: -9%; HCMV antiviral: 11; CHX counter: 17
